Hsp70 act = transcriptional activators of Hsp70; HeLa Hsp70 promoter luciferase reporter, luminescence; scaled: vehicle 0, proteasome-inhibitor control 100%; 200,000 compounds, 0.04% hits; activation, % at 10 µM; AID 1203;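 active means activation above the mean across all tested compounds plus 3 SD, cutoff set per campaign, cut at about 5.5% in these data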;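 further: 100% = MG132 at 30 µM as the positive control and 0% = DMSO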
DTT redox prof = compounds producing H2O2 with reducing agent – biochemical, NIH compound library profiling, artefact control for MLSCN library redox annotation, primary screen. DTT-dependent redox cycling H2O2, phenol red/HRP absorbance; 100% = 100 µM peroxide control, 0% = buffer. activation, % at 10 µM. 200,000 compounds, 0.03% hits. AID 878;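 active means activation of at least 50% relative to the plate's high and low controls in the primary single-dose screen; inactive means activation below 50%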;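 further: compound incubated with DTT at 0.8 mM final as the reducing agent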
G6PDH CS = L. mesenteroides G6PDH inhibition counter-screen; Purified L. mesenteroides G6PDH, diaphorase/resazurin coupled fluorescence, 45 min; inhibition, % at 5 µM; 200,000 compounds, 0.12% hits; AID 1020; in the data active means inhibition above about 50%
Efa HMGR inh = inhibitors of class II HMG-CoA reductase from Enterococcus faecalis; purified E. faecalis HMGR, NADPH absorbance 340 nm kinetic; inhibition, % at 10 µM; 190,000 compounds, 0.41% hits;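 active means inhibition above a set limit, the median over all tested compounds plus 3 SD, cut at about 9.5% in these data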;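 further: enzyme runs in reverse so mevalonate oxidation gives rising NADPH absorbance; 0% = complete reaction with DMSO and 100% = background rate lacking mevalonate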
NF-kB expr up = raises NF-kB expression in human neuronal cells. NF-kB reporter expression; stronger effect = higher value. fold change at 12.5 µM. 190,000 compounds, 1.6% hits. AID 1239; in the data active means fold change above about 3.3
APP 5UTR inh = APP translation inhibition. AID 1285. 190,000 compounds, 0.82% hits. inhibition, % at 2 µM. SH-SY5Y APP 5'UTR-luciferase reporter, luminescence;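 active means inhibition above a set limit, derived from the sample mean plus 3 SD, cut at about 45% in these data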; further: values of inactives mirror those of a sister screen read the other way
APP 5'UTR act = APP 5'UTR luciferase reporter activation; SH-SY5Y APP 5'UTR luciferase reporter, luminescence; zero percent = DMSO vehicle wells; activation, % at 2 µM; 190,000 compounds, 1% hits;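 active means activation above a set limit, based on mean plus 3 SD of controls, cut at about 140% in these data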; further: values of inactives mirror those of a sister screen read the other way
FLuc inh counter = counter-screen for luciferase assay inhibitors: firefly luciferase inhibition. P08659. ATPLite firefly luciferase biochemical luminescence, 10 min. inhibition, % at 10 µM. 200,000 compounds, 1.5% hits. AID 1006;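 active means inhibition above about 50% when tested at 10 µM, limit read from the data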
Target sequence (P08659 whole entry, looked up): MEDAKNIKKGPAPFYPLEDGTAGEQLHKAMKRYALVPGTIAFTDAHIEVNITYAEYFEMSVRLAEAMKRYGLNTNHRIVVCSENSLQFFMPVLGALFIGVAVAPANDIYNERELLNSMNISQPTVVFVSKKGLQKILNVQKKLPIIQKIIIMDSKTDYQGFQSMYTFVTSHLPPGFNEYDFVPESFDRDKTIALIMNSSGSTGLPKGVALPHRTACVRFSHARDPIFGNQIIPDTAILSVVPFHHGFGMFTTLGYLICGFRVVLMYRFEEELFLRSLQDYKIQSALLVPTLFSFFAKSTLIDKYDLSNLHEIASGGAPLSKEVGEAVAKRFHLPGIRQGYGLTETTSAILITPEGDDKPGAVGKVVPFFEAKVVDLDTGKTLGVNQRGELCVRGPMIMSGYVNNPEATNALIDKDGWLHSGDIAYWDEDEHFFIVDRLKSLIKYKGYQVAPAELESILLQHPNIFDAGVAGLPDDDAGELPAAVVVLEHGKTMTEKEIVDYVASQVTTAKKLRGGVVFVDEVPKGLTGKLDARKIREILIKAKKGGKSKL
FLuc stim CS = affects firefly luciferase, flagging false hits in luciferase stimulation screens | P08659 | AID 1027 | ATPlite luciferase biochemical, luminescence, 10 min; 0 = ATP-free wells, 1 = DMSO control | 200,000 tested, under 10 active | activation factor at 10 µM;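 active means luciferase activation factor, scaled between plate controls, of at least 2 with compound at 10 µM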
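Material: Luciferase/luciferin reagent mix | Doses: Test compounds dosed from 2 mM stocks in 100% DMSO | Timing: 10 min incubation after luciferase reagent addition, room temperature | Measured by: Luminescence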
STAT1 act = activators of IFN-gamma induced STAT1 signaling; NIH 3T3 STAT1-luciferase reporter, luminescence; 100% = IFN-gamma alone, no compound; activation (% of control), % at 5.5 µM; 200,000 compounds, 2.6% hits; AID 932;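 active means activation above the screen-wide mean activation plus 3 SD, cut at about 130% in these data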;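 further: raw ratio to IFN-gamma control signal so 100% means no change and 0% no light; values of inactives mirror those of a sister screen read the other way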
Numbers without * were called inactive; . = not tested or not shown. An unsorted share of the library (roughly 5.3% active in at least one column).

SMILES	Hsp70 act	DTT redox prof	G6PDH CS	Efa HMGR inh	NF-kB expr up	APP 5UTR inh	APP 5'UTR act	FLuc inh counter	FLuc stim CS	STAT1 act
Cc1ccc(-c2cc(C(F)(F)F)n3nc(C(=O)Nc4c(C)n(C)n(-c5ccccc5)c4=O)cc3n2)cc1	0.0	0.0	4	2	0.61	6	-6	-3	1	95
CCOC(=O)N/N=C(\C)c1ccc(Br)cc1	0.0	-0.6	-1	0	1.8	-3	3	16	0.8	116
CCNC(=O)CN(c1ccc(C)cc1)S(=O)(=O)c1ccc(SC)cc1	0.3	0.1	-3	-6	0.89	-6	6	-2	1	96
CCCCNC(=O)Nc1ccccc1Br	0.0	0.1	-6	0	1	-25	25	-1	1	100
CC1CCC(NC(=O)c2cc3c(=O)n(C)c4ccccc4c3n2C)CC1 (stereo unspecified)	-0.1	0.1	1	2	1.2	1	-1	-4	1	108
CCn1c2ccccc2c2cc(CN3CCN(Cc4cc(OC)ccc4O)CC3)ccc21	-0.1	-0.4	4	2	0.75	-5	5	-6	1.1	95
O=C(Nc1ccc(N2CCN(C(=O)c3ccco3)CC2)cc1)c1cccc(F)c1	0.3	-0.2	2	3	1.1	-9	9	-2	1	114
Cc1ccc(NS(=O)(=O)c2cc(C(N)=O)ccc2C)cc1	-0.3	0.6	2	0	0.95	-7	7	-7	1.1	92
O=C(NCCN1CCOCC1)c1cccc(Cl)c1	-0.5	0.6	2	3	0.94	-9	9	2	1	99
COc1ccc(OC)c(NC(=O)CSc2nnc(CNc3ccc(F)cc3)o2)c1	-0.5	1.5	9	-4	1.1	-1	1	-8	1.1	98
Cc1cc(COc2ccccc2OCc2cc(C)no2)on1	-0.5	-0.2	-2	2	1.2	-10	10	-2	1	93
O=C(Nc1ncc(Cc2cccc(C(F)(F)F)c2)s1)c1ccc(-c2cccc([N+](=O)[O-])c2)o1	0.0	0.3	-22	-11	1.5	-14	14	-5	1.1	93
O=C(Nc1ccccc1N1CCN(c2ccc(F)cc2)CC1)C1CCCCC1	-0.1	-0.6	-2	-3	1.2	-3	3	-5	1.1	103
O=C1/C(=C/c2ccccc2O)SC(=S)N1Cc1cccnc1	-0.2	0.4	-8	-4	1.4	12	-13	-5	1.1	93
CNC(=S)N1CCc2cc(OC)c(OC)cc2C1COc1ccc(F)cc1 (stereo unspecified)	0.1	-1.2	1	-4	0.75	-15	15	-4	1	91
O=c1cc(N2CCCCC2)c(-c2ccccc2)nn1Cc1ccccc1Cl	-0.1	-6.7	4	-4	0.93	-4	3	-5	1	95
CCCCC(=O)Nc1sc2c(c1C(N)=O)CCC2	0.7	2.7	-6	-4	1.6	-21	21	7	0.9	116
CCN(CC)C(=O)CSc1nc2ccccc2c(=O)n1-c1ccccc1OC	-0.6	-1.1	-3	-2	1	-5	5	-5	1	74
CCn1c(CNc2cccc(C(F)(F)F)c2)n[nH]c1=S	-0.2	0.2	8	0	1.2	0	0	-3	1	106
CC(C)CNS(=O)(=O)c1ccc(OCC(=O)Nc2ccc3c(c2)OCO3)c(Cl)c1	0.0	1.2	-18	1	1.2	-4	4	-5	1	106
O=C(Nc1c(C(=O)N2CCOCC2)cnn1-c1ccccc1)c1ccccc1	-0.2	-1.0	6	-2	1.1	-3	3	-1	1	102
O=C(OCc1nc2ccccc2s1)c1cccc(S(=O)(=O)N2CCOCC2)c1	0.1	0.1	2	-1	0.97	-52	52	1	1	130*
COc1ccc(CSc2ncnc3sccc23)cc1F	-0.2	-0.3	6	4	.	-6	6	1	1	113
O=C(CN1C(=O)CCC1=O)NNc1ccc2ccccc2c1	0.2	-1.8	22	-2	1	-16	16	-4	1	96
Oc1c(C=C2N=c3ccccc3=N2)sc(=S)n1C1CCCC1	-0.2	-0.2	-2	-4	1.3	-34	34	0	1	98

Whole records, quoted from the list. Order of values: Hsp70 act	DTT redox prof	G6PDH CS	Efa HMGR inh	NF-kB expr up	APP 5UTR inh	APP 5'UTR act	FLuc inh counter	FLuc stim CS	STAT1 act
`O=c1cc(N2CCCCC2)c(-c2ccccc2)nn1Cc1ccccc1Cl` across the screens: -0.1	-6.7	4	-4	0.93	-4	3	-5	1	95
`CCCCNC(=O)Nc1ccccc1Br` across the screens: 0.0	0.1	-6	0	1	-25	25	-1	1	100
`CCN(CC)C(=O)CSc1nc2ccccc2c(=O)n1-c1ccccc1OC` across the screens: -0.6	-1.1	-3	-2	1	-5	5	-5	1	74
`O=C(Nc1ccccc1N1CCN(c2ccc(F)cc2)CC1)C1CCCCC1` across the screens: -0.1	-0.6	-2	-3	1.2	-3	3	-5	1.1	103

Rewritten with bars between the fields: 4 of the compounds above
SMILES | Hsp70 act | DTT redox prof | G6PDH CS | Efa HMGR inh | NF-kB expr up | APP 5UTR inh | APP 5'UTR act | FLuc inh counter | FLuc stim CS | STAT1 act
O=C(Nc1c(C(=O)N2CCOCC2)cnn1-c1ccccc1)c1ccccc1 | -0.2 | -1.0 | 6 | -2 | 1.1 | -3 | 3 | -1 | 1 | 102
O=C(NCCN1CCOCC1)c1cccc(Cl)c1 | -0.5 | 0.6 | 2 | 3 | 0.94 | -9 | 9 | 2 | 1 | 99
O=c1cc(N2CCCCC2)c(-c2ccccc2)nn1Cc1ccccc1Cl | -0.1 | -6.7 | 4 | -4 | 0.93 | -4 | 3 | -5 | 1 | 95
Oc1c(C=C2N=c3ccccc3=N2)sc(=S)n1C1CCCC1 | -0.2 | -0.2 | -2 | -4 | 1.3 | -34 | 34 | 0 | 1 | 98

3 structures out of the list, ordered by count of non-hydrogen atoms, low to high:
SMILES	Hsp70 act	DTT redox prof	G6PDH CS	Efa HMGR inh	NF-kB expr up	APP 5UTR inh	APP 5'UTR act	FLuc inh counter	FLuc stim CS	STAT1 act
O=c1cc(N2CCCCC2)c(-c2ccccc2)nn1Cc1ccccc1Cl	-0.1	-6.7	4	-4	0.93	-4	3	-5	1	95
O=C(Nc1c(C(=O)N2CCOCC2)cnn1-c1ccccc1)c1ccccc1	-0.2	-1.0	6	-2	1.1	-3	3	-1	1	102
COc1ccc(OC)c(NC(=O)CSc2nnc(CNc3ccc(F)cc3)o2)c1	-0.5	1.5	9	-4	1.1	-1	1	-8	1.1	98

Screening results from PubChem.
